DRD3 agonist = D3 dopamine receptor (human) agonism. max activation, %. actives 0.58% (n = 410,000). D3R DiscoveRx beta-arrestin cells, luminescence, 90 min; in the data active = max activation above about 30%; also: 0% is about no effect; mostly tested at two doses, the higher about 12 µM
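Agonist-mode cell screen: cells plated at 1500/well and incubated overnight at 37 °C, then exposed to library compounds for 90 min at 37 °C. Detection reagent was added for 30–60 min at room temperature, and luminescence was read.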
GLP1R inv ag = acts as inverse agonist at human GLP-1 receptor. P43220. HEK293 GLP-1R CRE-luciferase, luminescence, 24 h; GLP-1R form is constitutively active. Potency, µM (series often up to 38.3 µM), for the others: at the top dose activity change, negative = inhibition, actives largely listed as inhibitors. actives 1.6% (n = 410,000). AID 624417; also: potency is read from the fitted curve at half-maximal effect; % is scaled to controls: 0 for no effect and ±100 for the full control effect; nearly all actives have a fitted effect of over 55% in size
Target sequence (P43220 whole entry, looked up): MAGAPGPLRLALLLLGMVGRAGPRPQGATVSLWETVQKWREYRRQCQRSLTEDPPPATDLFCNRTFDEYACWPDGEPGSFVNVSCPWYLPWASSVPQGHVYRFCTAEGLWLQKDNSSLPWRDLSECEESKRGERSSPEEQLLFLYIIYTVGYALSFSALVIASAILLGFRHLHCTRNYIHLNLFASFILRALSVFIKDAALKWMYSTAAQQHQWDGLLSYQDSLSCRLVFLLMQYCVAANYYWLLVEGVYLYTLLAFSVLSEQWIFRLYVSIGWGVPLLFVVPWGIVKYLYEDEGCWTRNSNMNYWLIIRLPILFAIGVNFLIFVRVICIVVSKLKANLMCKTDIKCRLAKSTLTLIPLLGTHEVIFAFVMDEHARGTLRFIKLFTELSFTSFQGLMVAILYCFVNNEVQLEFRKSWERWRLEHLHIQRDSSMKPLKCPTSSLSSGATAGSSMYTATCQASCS
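Luminescence readout: a drop in cAMP-driven luciferase signal flags inverse agonism at a constitutively active GLP-1R stably expressed in HEK293. Compound exposure lasted 24 hr at 37 deg C, 5% CO2.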
PI5P4Ka inh = blocks human PI5P4K alpha kinase activity. P48426. PI5P4Kalpha enzyme, ADP-Glo luminescence, 60 min; stronger effect = lower value. max response, %. actives 1.2% (n = 330,000); active = max response of -50% or lower; inconclusive = between -30% and -50%; inactive = -30% or higher; also: value at the top dose of about 77 µM; % is scaled to controls: 0 for no effect and ±100 for the full control effect
Target sequence (P48426 whole entry, looked up): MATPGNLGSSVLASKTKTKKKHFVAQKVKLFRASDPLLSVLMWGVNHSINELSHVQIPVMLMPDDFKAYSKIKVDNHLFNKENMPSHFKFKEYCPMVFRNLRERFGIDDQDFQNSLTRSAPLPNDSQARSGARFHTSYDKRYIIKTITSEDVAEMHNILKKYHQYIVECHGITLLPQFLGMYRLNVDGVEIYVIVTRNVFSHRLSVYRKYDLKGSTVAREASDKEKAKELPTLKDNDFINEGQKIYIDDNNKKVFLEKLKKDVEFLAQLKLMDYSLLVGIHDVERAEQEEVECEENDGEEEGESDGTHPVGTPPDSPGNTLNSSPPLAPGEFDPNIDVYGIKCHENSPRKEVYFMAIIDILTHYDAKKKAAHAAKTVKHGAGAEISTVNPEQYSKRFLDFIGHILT
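ADP-Glo luminescence end-point read after a 60 min room-temperature kinase reaction of PI5P4Kalpha plus substrate, initiated with ATP at 5 microM final. Buffer: 0.038 M HEPES pH 7.4, EGTA, 0.1% CHAPS, 5% DMSO.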
IL2 activator = activators of IL-2; IL-2 activation reporter assay, cell-based qHTS; stimulated with anti-CD3/CD4/CD28 beads; in transgenic mouse T cells; activation, % (series mostly up to about 46 µM); actives 0.065% (n = 360,000); AID 652025; in the data active = activation above about 50%; inconclusive = mostly about 30% to 49%; also: 0% is about no effect
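Readout is EGFP and DsRed signal by fluorescent plate cytometry after 18 h at 37 degrees C. Transgenic mouse T cells (750/well) received compound for 60 min before bead stimulation (anti-CD3, anti-CD4, anti-CD28); memory T cells served as non-tolerant control.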
GLP1R cytotox = cytotoxicity in counter-screen for GLP-1R inverse agonists; actives 0.13% (n = 410,000); AID 624418; Potency, µM (highest dose often 38.3 µM), without a hit: top-dose activity change, negative = inhibition, actives largely listed as inhibitors; HEK293 cAMP-luciferase reporter cells, luminescence, 24 h;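 also: loss of luciferase light is scored as toxicity; potency is read from the fitted curve at half-maximal effect; % is scaled to controls: 0 for no effect and ±100 for the full control effect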
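Here, cytotoxicity is scored as loss of luminescence. The MLSMR collection was tested on cells seeded in medium containing 10% Nu serum, with a 24 hr compound exposure preceded by 12 hours of culture.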
WRN helicase inh = inhibitors of human WRN helicase | Q14191 | WRN helicase unwinding, fluorescent forked duplex, kinetic | Potency, µM (titrated, usually from 114 µM), for the others: at the top dose activity change, negative = inhibition, most hits filed as inhibitors | actives 0.46% (n = 360,000); also: potency is read from the fitted curve at half-maximal effect; % is scaled to controls: 0 for no effect and ±100 for the full control effect; nearly all actives have a fitted effect of over 55% in size
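Kinetic red-fluorescence monitoring (525/598 nm) tracks WRN helicase activity after 100 nM fluorophore-quencher forked duplex and 2 mM ATP are added to 20 nM enzyme pretreated 15 min at room temperature with compound.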
PLK1 PBD inh = blocks phosphopeptide binding to human PLK1 polo-box domain; P53350; Plk1 PBD binding of FITC phosphopeptide, fluorescence polarization; Potency, µM, without a hit: max response, negative = inhibition, actives largely listed as inhibitors; actives 2.8% (n = 360,000); AID 720504; also: potency is read from the fitted curve at half-maximal effect; series mostly up to about 57 µM; % is scaled to controls: 0 for no effect and ±100 for the full control effect; nearly all actives have a fitted effect of over 65% in size
GLP1R ag = GLP-1 receptor (human) agonism | actives 0.007% (n = 380,000) | P43220 | Potency, µM (top dose mostly 45.6 µM), without a hit: top-dose activation, hits mostly activators | HEK293 GLP-1R CRE-luciferase, luminescence, 4-6 h; cells express a hypersensitive GLP-1R form; also: potency is read from the fitted curve at half-maximal effect; % of control where 0% means no effect
DRD3 antagonist = blocks the human D3 dopamine receptor. P35462. D3R cells, DiscoveRx beta-arrestin luminescence, antagonist mode; stronger effect = lower value. max response, negative = inhibition, %. actives 2.5% (n = 360,000); in the data active = max response below about -50%; inconclusive = no clear call, values can overlap the other calls; also: % is scaled to controls: 0 for no effect and ±100 for the full control effect; mostly tested at two doses, the higher about 12 µM
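Cells plated overnight at 1500 cells/well, then exposed to library compounds with dopamine controls for 90 minutes at 37 degrees C. DiscoveRx reagent added for 30–60 minutes at room temperature; luminescence read, quantitative HTS format.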
Numbers without * were called inactive; ? = inconclusive; · = not tested or not shown; & = joins results of further samples; [ ] = remark or other dose. Unless noted, calls follow the shape of the dose curve; as a rule, active = well fitted curve in the direction sought with a large enough effect; inconclusive = small, poorly fitted or top-dose-only effect, or another doubt; inactive = no such curve, though single readings can be large; an effect the other way counts as inactive or inconclusive.

compound,WRN helicase inh,PLK1 PBD inh,PI5P4Ka inh,DRD3 antagonist,GLP1R ag,GLP1R inv ag,IL2 activator,DRD3 agonist,GLP1R cytotox
O=C(NCc1cccnc1)C(=O)Nc1cc2c3c(c1)CC(=O)N3CCC2,-17%,-2%,0,-7,0%,39%[activator],0.5,7,5%
CCCn1c(N)c(C(=O)CSc2nc3ccccc3c(=O)n2Cc2ccccc2)c(=O)[nH]c1=O,-6%,-9%,4,-17,2%,13%,0.1,2,0%
COCCCN(C(C)=O)c1nc(-c2ccc(OC)cc2)cs1,-10%,-15%,0,4,19%,7%,-1.1,-1,-10%
COc1ccc(C2CC(C(F)(F)F)n3nc(C(=O)O)cc3N2)cc1OC (stereo not drawn),7%,-8%,·,-22,20%,-3%,-2.3,-11,4%
NC(=O)c1ccc(NS(=O)(=O)c2ccc(Br)s2)cc1,-2%,7%,2,-3,0%,7%,-0.6,-3,4%
C#Cc1ccc([C@@H]2C=C(C(=O)NCc3ccccc3)O[C@H](OCC)[C@H]2CCCO)cc1,-6%,-9%,0,2,1%,?,0.1,-10,-8%
CCC(=O)N1CCc2cc(S(=O)(=O)N3CCN(c4ccccc4F)CC3)ccc21,·,·,·,·,-1%,-17%,·,-3,-3%
CS(=O)(=O)c1nc(S(=O)(=O)c2ccc(Cl)cc2)c(N2CCC3(CC2)OCCO3)s1,-1%,1%,3,0,-1%,?,0.2,3,3%
Cc1c(NC(=O)C(C)OC(=O)[C@@H](NC(=O)c2ccccc2)C(C)C)c(=O)n(-c2ccccc2)n1C (stereo partly drawn),-1%,2%,·,-14,-4%,0%,3.1,21,2%
Cc1ccccc1S(=O)(=O)NC(=O)C1(C)CCN1C(=O)C1(c2ccc(Cl)cc2)CC1 (stereo not drawn),-3%,3%,-1,4,-5%,?,0.4,3,0%
CCN1C(=O)c2cccc3c(S(=O)(=O)NCc4ccccc4)ccc1c23,-6%,-14%,0,?,-2%,5%,-0.3,0,124%[activator]
CCc1ccccc1NC(=O)C(=O)NCCc1sc(-c2cccc(C)c2)nc1C,·,·,·,·,-6%,-21%,·,22,-19%
O=C(NCCNS(=O)(=O)c1ccccc1)c1ccc([N+](=O)[O-])cc1,-6%,-14%,3,-11,-2%,7%,-0.1,7,4%
O=C(N/C(=C\c1ccc(Cl)cc1)C(=O)N1CCOCC1)c1ccc([N+](=O)[O-])cc1,0%,0%,-5,0,4%,9%,2.8,2,2%
Cc1ccc(N2C(=O)C3ON(c4ccccc4)C(c4ccncc4)C3C2=O)cc1 (stereo not drawn),0%,-10%,·,-12,-8%,8%,-1.8,-15,1%
CNC(=O)NC(=O)C(C)OC(=O)c1ccc(Cl)c(S(=O)(=O)Nc2ccc(F)cc2)c1 (stereo not drawn),-7%,-4%,0,-17,6%,12%,-3.0,-9,-12%
OCC[C@H]1C[C@@H](O)[C@H](O)[C@]2(Cc3ccccc3CCO2)O1,1%,-1%,-2,-9,3%,4%,0.8,31*,1%
COC(=O)CCNc1n[nH]c(=O)[nH]c1=O,6%,-20%,7,0,2%,18%,0.3,5,9%
CN(c1ccccc1)S(=O)(=O)c1cccc(NC(=O)CSc2ncn[nH]2)c1,-24%,-9%,6,-13,1%,16%,-2.9,3,64%[activator]
CC1(C(=O)NS(=O)(=O)c2cccc(F)c2)CCN1C(=O)c1cccc(F)c1 (stereo not drawn),-1%,5%,3,-10,-5%,22%,-0.1,-1,6%
CN1C(=O)C2(c3ccccc31)N(C)CC(c1ccccc1)C21SC(=S)N(Cc2ccco2)C1=O (stereo not drawn),-1%,-3%,·,-6,-8%,-13%,-1.6,-6,1%
N#C/C(=C\Nc1ccc(Cl)cn1)S(=O)(=O)c1ccccc1,-26%,-1%,4,4,1%,-13%,0.2,7,-7%
CCOC(=O)c1cc(CC)sc1NC(=O)c1cccc(N2C(=O)CCC2=O)c1,8%,-1%,-3,50,15%,9%,-0.1,5,0%
Cc1cn(-c2cc(C(=O)Nc3ccc(C)c(NC(=O)C(=O)c4c[nH]c5ccccc45)c3)cc(C(F)(F)F)c2)cn1,8%&-2%,-16%&-1%,-3&8,34&24,-1%&-6%,?,-1.7&-0.5,2&-20,-16%&-15%
COc1cccc(NC(=O)Nc2cnccn2)c1,0%,2%,-1,-4,4%,9%,-2.1,-4,-1%
O=C(COC(=O)c1ccncc1)Nc1ccccc1,7%,-3%,-10,5,8%,-20%[0.307 µM],-0.8,-5,2%[0.307 µM]
COc1ccc2cnnc(SCC(=O)Nc3ccc(C(C)=O)cc3)c2c1OC,-9%,-1%,-4,-7,23%,0%,-4.2,2,9%
O=C(c1ccccc1F)N1CCN(C2CCC(c3ccccc3)CC2)CC1 (stereo not drawn),-14%,8%,0,-17,-1%,-23%[7.66 µM],-1.1,-4,-6%[7.66 µM]
CCOc1ncccc1C(=O)OCC(=O)c1ccc(OC)c(OC)c1,-3%,10%,5,-1,0%,49%[activator],-0.7,2,0%
CC1(C)OC(=O)C2=C(CC(CCc3ccccc3)OC2c2ccccc2)O1 (stereo not drawn),-3%,2%,2,24,-3%,?,-2.3,1,20%
O=C(CSc1ncnc2sccc12)NC1CCS(=O)(=O)C1 (stereo not drawn),-14%,3%,1,0,-2%,1%,0.5,5,6%
Cc1ccc(NC(=O)Cn2c(=O)n(CC(=O)NCCc3ccccc3)c(=O)c3ccccc32)cc1C,·,·,·,·,1%,-14%,·,-8,-6%
CC(C)(C)C(=O)CN1CCN(S(=O)(=O)c2ccc(F)cc2)CC1,-16%,0%,8,?,-3%,2%,3.5,1,-5%
CCn1c(SCC(=O)NNC(=O)c2ccc(C)cc2)nnc1-c1ccco1,-13%,-12%,-3,-2,9%,?,0.2,2,-4%
C=CCc1cccc(CNc2nc3ccccc3n2CC)c1O,-11%,0%,22,2,9%,5µM*,-0.4,6,-23%
CN[C@H](C)C(=O)NC[C@H]1O[C@@H](n2cnc3c(N)ncnc32)[C@H](O)[C@@H]1O,2%,-16%,-1,0,-1%,13%,-0.6,-24,0%
CCn1c(SCC(=O)Nc2ccc3c(c2)OCO3)nc2c1c(=O)n(C)c(=O)n2C,2%,-4%,-3,4,1%,3%,1.1,6,-13%
Cc1ccc(C)c(N2CCN(C(=O)CCS(=O)(=O)c3cc4c(cc3Cl)NC(=O)CO4)CC2)c1,·,·,·,·,8%,-11%,·,-8,3%
CC1CCC(NC(=O)c2ccc(CNc3c(NC4CCCCC4)c(=O)c3=O)cc2)CC1 (stereo not drawn),-1%,-8%,8,-16,0%,0%,0.4,-5,-1%
CCN(CC)Cc1c(C(=O)OC(C)C)nnn1-c1nonc1N,1%,-2%,16,19,1%,2%,1.0,-14,-6%
COc1ccc(F)cc1-c1cc(C(=O)NCc2ccc(F)cc2)[nH]n1,-1%,-3%,-1,-16,-2%,?,-0.6,-17,-4%
COc1ccc(Cn2c(-c3ccccc3C)nc3c(c(=O)c4ccccc4n3C)c2=O)cc1,2%,2%,2,22,11%,7%,0.9,-1,-18%
Nc1c(C(=O)NCc2ccccc2)nnn1Cc1cccc(Cl)c1,-3%,-3%,0,-12,21%,?,-3.0,-1,-15%
NC(N)=N/N=C/c1c(Cl)cccc1Cl,7%,-10%&-11%,-2&-1,14&-7,25%&2%&0%,6%&-18%,-0.6&1.3,-21&-31&-8,2%&-7%
O=C(CN1CCCC1)N1c2ccccc2Sc2ccccc21,-15%,-14%,2,12,-4%,-3%,-3.6,3,-3%
CC(C)c1ccc(NC(=O)N(CCc2nc3ccccc3[nH]2)C2CCCC2)cc1,-6%,-6%,-1,12,-15%,?,0.7,-2,?
CN(C(=O)COC(=O)Cn1cnc2ccccc21)C1CCCCC1,-16%,-1%,-1,0,0%,1%,-4.4,8,9%
CCCC(=O)Nc1ccc(C(=O)Nc2nc(CC(=O)OCC)cs2)cc1,4%,-2%,-5,0,0%,-6%,-3.0,5,3%
Cc1ccc(CSCCNC(=O)CN(c2cccc([N+](=O)[O-])c2)S(C)(=O)=O)cc1,-6%,-6%,10,-3,4%,?,-2.0,1,-2%
CCC(=O)N1CCc2cc(S(=O)(=O)CCC(=O)N3CCN(c4ccccc4F)CC3)ccc21,-5%,-8%,1,-12,-2%&-8%,-3%&1%,-3.6,-5&-5,3%&-8%
Cc1cc(C(F)(F)F)n2[nH]c(=O)c(N=Nc3ccccc3)c2n1,0%[11.6 µM],-14%,-2,-15,-7%,-22%,-0.4,2,?
CCOC(=O)N/N=C(\C)c1ccc(-n2cnnn2)cc1,-1%,-24%,3,9,1%,14%,-0.2,4,-7%

Quoted from the listing.
Result of Cc1ccc(NC(=O)Cn2c(=O)n(CC(=O)NCCc3ccccc3)c(=O)c3ccccc32)cc1C in DRD3 agonist: -8
Result of O=C(CN1CCCC1)N1c2ccccc2Sc2ccccc21 in DRD3 agonist: 3

Assay outcomes: PubChem, National Center for Advancing Translational Sciences (NCATS)
